Bioassay records: PubChem BioAssay, National Center for Advancing Translational Sciences (NCATS)
Integrin act MD: qHTS for Activators of Integrin-Mediated Alleviation for Muscular Dystrophy; alpha7betagal myoblasts, beta-gal FDG fluorescence, 48 h; Potency, µM (titrated, usually from 38.3 µM), inactives show at the highest dose activation, hits mostly activators; 350,000 tested, 0.064% active;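 also: potency is read from the fitted curve at half-maximal effect; 100% = response of the positive control SU9516; nearly all actives have a fitted effect of over 60% in size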
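Alpha7betagal+/- myoblasts (passage 13) were plated 16-24 hr, then exposed to compounds (1:260 dilution of DMSO stock) for 48 hours at 37C. After MPER lysis, β-galactosidase reporter activity was read as FDG fluorescence (ex 480/em 540) after 30 minutes.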
Chronic BCR inh: qHTS Assay to Find Inhibitors of Chronic Active B-Cell Receptor Signaling; AID 493014, 2011; 340,000 tested, 0.05% active; Potency, µM (titrated, usually from 46.1 µM), for the others: top-dose ratio change, negative = lower green/red ratio, usual class: inhibitors; ABC-DLBCL IkBa-CBG/CBR reporter, luminescence ratio, 4 h; active = well fitted inhibition curve with a large enough effect in the signal ratio, with a control signal flat, not every such curve was filed as active; inconclusive = small, poorly fitted or top-dose-only effect, or effect the other way, or a change in a side signal; the % refers to the signal ratio;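 also: potency is read from the fitted curve at half-maximal effect; plate controls were basal doxycycline-induced cells for no effect and cells given 10 µM MG132 for full effect; MG132 reads +100%, hits lower the ratio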
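TMD8 ABC-DLBCL cells carrying doxycycline-inducible green luciferase fused to IkappaBalpha plus unfused red luciferase were exposed to compounds (up to 46 uM) for 4 hrs at 37C. Activity came from the overlap-corrected green/red luminescence ratio.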
Coupling enz: qHTS Assay for Inhibitors of Fructose-1,6-bisphosphate Aldolase from Giardia Lamblia: Coupling assay counterscreen. coupling enzyme system counterscreen, AmpLite Red fluorescence. activity change, negative = inhibition, % at 58.2 µM, hits read low. 290,000 tested, 0.67% active; in the data active = activity change below about -30%; also: % is scaled to controls: 0 for no effect and ±100 for the full control effect
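Compounds tested against the coupling enzymes alone at 57.5 uM final; readout was AmpLite Red fluorescence (525/598 nm) after 20 min at RT.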
B2AR arrestin: qHTS assay of beta-arrestin-biased ligands of beta2-adrenergic receptor. AID 492947, 2010. 330,000 tested, 0.02% active. beta-arrestin recruitment to beta2AR, cell-based reporter. Potency, µM (top dose mostly 46.1 µM), without a hit: at the highest dose activation, most hits filed as activators. Beta-2 adrenergic receptor (Homo sapiens), P07550;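 also: potency is read from the fitted curve at half-maximal effect; 0% = DMSO controls and full agonism = EC100 isoproterenol or metaproterenol; nearly all actives have a fitted effect of over 65% in size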
TSG101-PTAP inh: qHTS Assay for Iinhibitors of HIV-1 Budding by Blocking the Interaction of PTAP/TSG101. Tumor susceptibility gene 101 protein (Homo sapiens), Q99816. Fluorescence polarization, FITC-PTAP peptide / Tsg101 binding. Potency, µM (series often up to 115 µM), for the others: at the highest dose activity change, negative = inhibition, hits mostly inhibitors. 340,000 tested, under 10 active. AID 493005, 2010; active = well fitted inhibition curve with a large enough effect in the main read-out, with a control signal flat, not every such curve was filed as active; inconclusive = small, poorly fitted or top-dose-only effect, or effect the other way, or a change in a side signal; inactive = no such curve, though single readings can be large or run the other way; also: potency is read from the fitted curve at half-maximal effect; % of control where 0% means no effect
Target sequence (Q99816 whole entry, looked up): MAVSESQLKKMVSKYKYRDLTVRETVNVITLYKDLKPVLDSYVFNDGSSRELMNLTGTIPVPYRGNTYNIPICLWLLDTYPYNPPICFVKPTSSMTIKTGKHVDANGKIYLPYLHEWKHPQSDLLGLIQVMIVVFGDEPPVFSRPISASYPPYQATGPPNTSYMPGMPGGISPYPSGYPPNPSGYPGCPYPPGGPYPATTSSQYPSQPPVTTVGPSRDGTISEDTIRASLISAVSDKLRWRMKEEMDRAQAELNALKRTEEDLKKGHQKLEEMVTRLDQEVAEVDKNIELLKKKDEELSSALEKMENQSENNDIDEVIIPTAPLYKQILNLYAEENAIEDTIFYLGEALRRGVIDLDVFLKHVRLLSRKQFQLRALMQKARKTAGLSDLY
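Compounds were pin-transferred onto Tsg101 binding domain (10 uM final) in HEPES pH 7.5 buffer, then FITC-PTAP peptide was added at 50 nM final. After 20 min at RT, polarization reported peptide displacement across a qHTS concentration series.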
Tb PFK inh: qHTS Assay to Find Inhibitors of T. brucei phosphofructokinase | ATP-dependent 6-phosphofructokinase (Trypanosoma brucei brucei), O15648 | T. brucei PFK, ADP-Glo luminescence | Potency, µM (top dose mostly 57.5 µM), for the others: at the highest dose activity, negative = inhibition, hits mostly inhibitors | 330,000 tested, 0.17% active | AID 485367, 2010;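 also: potency is read from the fitted curve at half-maximal effect; 0% = uninhibited 1x PFK enzyme wells and -100% = no-enzyme wells; nearly all actives have a fitted effect of over 60% in size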
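Luminescent ADP detection (ADP-Glo, two-step: ATP depletion then ADP-to-ATP conversion for luciferase) reported PFK activity after 45 min room-temperature reaction of 1.25 nM enzyme with 0.5 mM F6P and 0.1 mM ATP at pH 8.0.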
Giardia killer: Small Molecules that selectively kill Giardia lamblia: qHTS; 340,000 tested, 0.15% active; activity change, % at 7.66 µM, hits read low; Giardia lamblia trophozoite viability; AID 540267, 2011; in the data active = activity change below about -80%; inconclusive = between about -30% and that limit;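 also: parasites exposed to compound for two days anaerobically before the ATP read; % is scaled to controls: 0 for no effect and ±100 for the full control effect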
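Compounds were tested on trophozoites seeded at 100 cells/well and held 48 hrs at 37 deg C anaerobically. An ATP-based luminescent kit measured the remaining live cells.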
Menin-MLL TR inh: qHTS Assay for Inhibitors Targeting the Menin-MLL Interaction in MLL Related Leukemias: Competition With Texas Red Labeled MLL-derived Mutant Peptide. 270,000 tested, 0.23% active. Potency, µM (titrated, usually from 61.6 µM), for inactives: top-dose FP activity change, negative = inhibition, most hits filed as inhibitors. Menin + Texas Red MLL mutant peptide, fluorescence polarization. O00255; active = well fitted inhibition curve with a large enough effect in the polarisation, with a control signal flat, not every such curve was filed as active; inconclusive = small, poorly fitted or top-dose-only effect, or effect the other way, or a change in a side signal; inactive = no such curve, though single readings can be large or run the other way; the % refers to the polarisation; also: potency is read from the fitted curve at half-maximal effect; % of control where 0% means no effect; many of its hits are not listed in these tables
GALK inhibitor: qHTS Assay for Inhibitors of Human Galactokinase (GALK); 270,000 tested, 0.007% active; Potency, µM (top dose mostly 57.5 µM), for the others: at the highest dose activity change, negative = inhibition, usual class: inhibitors; Purified GALK, Kinase-Glo residual ATP luminescence; also: potency is read from the fitted curve at half-maximal effect; % is scaled to controls: 0 for no effect and ±100 for the full control effect
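GALK at 5 nM final was combined with compound, 35 uM ATP and 100 uM galactose in HEPES pH8.0 with MgCl2 and DTT. The reaction ran one hour at room temperature before luminescent ATP detection.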
PKM2 activator: qHTS Assay for Activators of Human Muscle isoform 2 Pyruvate Kinase. 260,000 tested, 0.34% active. Potency, µM (doses to about 57.5 µM), inactives show at the highest dose activation, actives largely listed as activators. Pyruvate kinase PKM (Homo sapiens), P14618. purified PKM2, Kinase-Glo ATP luminescence, activation; response scale: 0% is enzyme alone, no compound. AID 1631, 2009; also: potency is read from the fitted curve at half-maximal effect; % is scaled to controls: 0 for no effect and ±100 for the full control effect; nearly all actives have a fitted effect of over 55% in size
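hPK-M2, >95% pure; 0.1 mM ADP / 0.5 mM PEP final; imidazole pH7.2 buffer w/ 7 mM MgCl2, 50 mM KCl; 1 h RT; Kinase-Glo lum. Intermediate enzyme activity for dual inhibitor/activator qHTS.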
S-ASM inh: Inhibitors of Secretory Acid Sphingomyelinase (S-ASM): qHTS. Sphingomyelin phosphodiesterase (Homo sapiens), P17405. placental ASM, HMU-PC fluorogenic substrate, 60 min. Potency, µM (highest dose often 57.5 µM), without a hit: at the top dose activity change, negative = inhibition, usual class: inhibitors. 340,000 tested, 0.006% active. AID 504937, 2011; also: potency is read from the fitted curve at half-maximal effect
Target sequence (P17405 47-631 limits assumed): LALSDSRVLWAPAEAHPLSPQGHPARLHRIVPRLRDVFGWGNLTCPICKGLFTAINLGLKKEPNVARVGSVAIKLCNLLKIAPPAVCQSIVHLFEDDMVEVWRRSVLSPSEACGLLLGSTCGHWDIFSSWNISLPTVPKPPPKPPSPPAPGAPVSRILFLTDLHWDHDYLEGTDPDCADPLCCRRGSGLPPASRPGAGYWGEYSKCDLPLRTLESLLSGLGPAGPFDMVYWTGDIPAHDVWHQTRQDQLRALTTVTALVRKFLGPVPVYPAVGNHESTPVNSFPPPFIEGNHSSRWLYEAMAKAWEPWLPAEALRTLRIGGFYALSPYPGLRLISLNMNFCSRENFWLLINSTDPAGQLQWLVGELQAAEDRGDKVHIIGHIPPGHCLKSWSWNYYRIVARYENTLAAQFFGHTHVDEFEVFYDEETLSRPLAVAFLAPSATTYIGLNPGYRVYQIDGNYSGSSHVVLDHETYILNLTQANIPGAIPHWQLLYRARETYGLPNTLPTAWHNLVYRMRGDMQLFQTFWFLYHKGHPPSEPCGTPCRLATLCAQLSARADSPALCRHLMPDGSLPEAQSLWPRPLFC
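Fluorescence read-out (Ex 386 nm, Em 447 nm) after stopping the reaction at pH 10. Enzyme: ASM from human placenta; substrate HMU-PC0, 9 uM final; 60 min, 37 °C. Compound preincubation 10 min, ambient temperature.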
Active calls of the source: *; [ ] = remark or other dose. Unless noted, calls follow the shape of the dose curve; as a rule, active = well fitted curve in the direction sought with a large enough effect; inconclusive = small, poorly fitted or top-dose-only effect, or another doubt; inactive = no such curve, though single readings can be large; an effect the other way counts as inactive or inconclusive. Not all compounds are listed (hit frequency here may not be typical).

How did COc1ccc(NS(=O)(=O)c2ccc(NC(=O)Cc3cccs3)cc2)cc1 do in these assays?
Integrin act MD: 4%; Chronic BCR inh: 5%; Coupling enz: 1; B2AR arrestin: -0.1%; TSG101-PTAP inh: 0%; Tb PFK inh: 4%; Giardia killer: -16; Menin-MLL TR inh: 15%; GALK inhibitor: 0%; PKM2 activator: 10%; S-ASM inh: -4%

What do the screens show for `COc1ccc(OC)c(NC(=O)c2ccc(N3C(=O)C4CC=C(C)CC4C3=O)cc2)c1` (centres undefined)?
Integrin act MD: -14%; Chronic BCR inh: -1%; Coupling enz: 2; B2AR arrestin: -0.6%; TSG101-PTAP inh: 0%; Tb PFK inh: 0%; Giardia killer: -2; Menin-MLL TR inh: 13%; GALK inhibitor: 4%; S-ASM inh: 5%

How did CCn1c(=O)cc(OCC(=O)NCCc2ccc(OC)c(OC)c2)c2ccccc21 do in these assays?
Integrin act MD: 35%; Chronic BCR inh: inconclusive; Coupling enz: 0; B2AR arrestin: -0.2%; TSG101-PTAP inh: -1%; Tb PFK inh: 2%; Giardia killer: -11; Menin-MLL TR inh: -3%; GALK inhibitor: 8%; PKM2 activator: -4%; S-ASM inh: -1%

Results for CC(C)c1nc(SCC(=O)N2CCCC2)c2ccccc2n1 ?
Integrin act MD: -51%[inhibitor]; Chronic BCR inh: inconclusive; Coupling enz: 4; B2AR arrestin: 0.1%; TSG101-PTAP inh: -4%; Tb PFK inh: 3%; Giardia killer: -11; Menin-MLL TR inh: -7%; GALK inhibitor: 7%; PKM2 activator: 3%; S-ASM inh: 6%

Results for O=C(CN(c1ccccc1)S(=O)(=O)c1ccc(Cl)cc1)Nc1ccccc1C(=O)N1CCCC1 ?
Integrin act MD: 19%; Chronic BCR inh: -9%; Coupling enz: -1; B2AR arrestin: 0.0%; TSG101-PTAP inh: -3%; Tb PFK inh: -2%; Giardia killer: 2; Menin-MLL TR inh: -10%; GALK inhibitor: 0%; PKM2 activator: 3%; S-ASM inh: -1%

What do the screens show for `COc1cc2cc(CN(CCCO)S(=O)(=O)c3ccccc3)c(=O)[nH]c2cc1OC`?
Integrin act MD: -9%; Chronic BCR inh: -4%; Coupling enz: -2; B2AR arrestin: -0.2%; TSG101-PTAP inh: -7%; Tb PFK inh: 1%; Giardia killer: 6; Menin-MLL TR inh: 16%; GALK inhibitor: 5%; PKM2 activator: -4%; S-ASM inh: 53%[activator]

What do the screens show for `COc1cc(O)ccc1C=O`?
Integrin act MD: inconclusive; Chronic BCR inh: 0%; Coupling enz: -2; B2AR arrestin: -0.5%; TSG101-PTAP inh: 1%; Tb PFK inh: 6%; Giardia killer: -3; GALK inhibitor: 1%; PKM2 activator: 3%; S-ASM inh: 9%

Results for COc1ccccc1/C=C/C(=O)NCC(=O)N/N=C/c1ccccc1[N+](=O)[O-] ?
Integrin act MD: -45%[inhibitor]; Chronic BCR inh: inconclusive; Coupling enz: 0; B2AR arrestin: -0.1%; TSG101-PTAP inh: -5%; Tb PFK inh: inconclusive; Giardia killer: -4; Menin-MLL TR inh: 4%; GALK inhibitor: -5%; PKM2 activator: 1%; S-ASM inh: -1%

Results for NC1=NN=C(N2N=C(c3ccc(Br)cc3)CC2(O)C(F)(F)F)n2ncnc2C1 (centres undefined) ?
Integrin act MD: -495%[inhibitor]; Chronic BCR inh: 4%; Coupling enz: -4; B2AR arrestin: 0.1%; TSG101-PTAP inh: 1%; Tb PFK inh: -1%; Giardia killer: -19; Menin-MLL TR inh: 0%; GALK inhibitor: 0%; PKM2 activator: -5%; S-ASM inh: 5%

Results for COc1ccc(C(=O)CC2(C(=O)O)CCCCC2)cc1 ?
Integrin act MD: -16%; Chronic BCR inh: 6%; Coupling enz: -1; B2AR arrestin: -0.5%; TSG101-PTAP inh: 1%; Tb PFK inh: -2%; Giardia killer: -19; Menin-MLL TR inh: -4%; GALK inhibitor: 1%; PKM2 activator: 4%[11.5 µM]; S-ASM inh: 2%

How did COCCn1c(SCc2cccc(F)c2)nc2cc(C(=O)OC)ccc2c1=O do in these assays?
Integrin act MD: 30%; Chronic BCR inh: 0%; Coupling enz: 2; B2AR arrestin: -1.2%; TSG101-PTAP inh: 2%; Tb PFK inh: -4%; Giardia killer: -11; Menin-MLL TR inh: -16%; S-ASM inh: -12%

What do the screens show for `Cc1nnc2sc(SCC(=O)N3CCCCC3)nn2c1=O`?
Integrin act MD: 0%; Chronic BCR inh: -5%; B2AR arrestin: 0.1%; TSG101-PTAP inh: -1%; Tb PFK inh: 0%; Giardia killer: 8; GALK inhibitor: 1%; PKM2 activator: -3%; S-ASM inh: 2%

What do the screens show for `CCn1c2ccccc2c2cc(NC(=O)CSc3nnc(C4CC4)n3Cc3ccco3)ccc21`?
Integrin act MD: 4%; Chronic BCR inh: inconclusive; Coupling enz: -1; B2AR arrestin: -0.1%; TSG101-PTAP inh: -4%; Tb PFK inh: inconclusive; Giardia killer: 19; Menin-MLL TR inh: 16%; GALK inhibitor: 3%; PKM2 activator: -16%; S-ASM inh: -10%

What do the screens show for `Cc1ccc([N+](=O)[O-])cc1NC(=O)c1ccc(CSc2ccccc2)cc1`?
Integrin act MD: 1%; Chronic BCR inh: 6%; Coupling enz: 8; B2AR arrestin: 0.0%; TSG101-PTAP inh: 0%; Tb PFK inh: 0%; Giardia killer: -7; Menin-MLL TR inh: 2%; GALK inhibitor: 1%; PKM2 activator: -4%; S-ASM inh: 0%

What do the screens show for `COc1cc(C(CC(=O)Nc2ncccc2C)N2Cc3ccccc3C2=O)cc(OC)c1OC` (centres undefined)?
Integrin act MD: -21%; Chronic BCR inh: inconclusive; Coupling enz: 2; B2AR arrestin: -0.4%; TSG101-PTAP inh: -8%; Tb PFK inh: 0%; Giardia killer: -9; Menin-MLL TR inh: -11%; GALK inhibitor: -3%; S-ASM inh: 3%

Results for Nc1nonc1C(=O)NC(c1ccccc1)c1ccccc1 ?
Integrin act MD: 7%; Chronic BCR inh: -13%; Coupling enz: 1; B2AR arrestin: 0.0%; TSG101-PTAP inh: 0%; Tb PFK inh: -5%; Giardia killer: -2; Menin-MLL TR inh: -14%; GALK inhibitor: 0%; PKM2 activator: -1%; S-ASM inh: 8%

How did Nc1cc(S(=O)(=O)Nc2ccccc2Cl)ccc1N1CCOCC1 do in these assays?
Integrin act MD: 21%; Chronic BCR inh: 4%; Coupling enz: 2; B2AR arrestin: 0.1%; TSG101-PTAP inh: 0%; Tb PFK inh: 0%; Giardia killer: 11; Menin-MLL TR inh: -2%; GALK inhibitor: 1%; PKM2 activator: -3%; S-ASM inh: 2%

Results for COc1ccc(-c2nnc3ccc(SCC(=O)N4CCOCC4)nn23)cc1 ?
Integrin act MD: 0%; Chronic BCR inh: -1%; Coupling enz: 2; B2AR arrestin: -1.1%; TSG101-PTAP inh: -11%; Tb PFK inh: 0%; Giardia killer: -2; Menin-MLL TR inh: 8%; GALK inhibitor: 1%; PKM2 activator: 2%; S-ASM inh: 3%

What do the screens show for `Cc1ccc(CCC(=O)Nc2ccc(S(N)(=O)=O)cc2)o1`?
Integrin act MD: 0%; Chronic BCR inh: 3%; Coupling enz: -29; B2AR arrestin: -0.2%; TSG101-PTAP inh: -7%; Tb PFK inh: -20%; Giardia killer: -21; Menin-MLL TR inh: inconclusive; GALK inhibitor: 0%; PKM2 activator: -2%; S-ASM inh: -2%

What do the screens show for `CCCNC(=O)COC(=O)c1n[nH]c2ccccc12`?
Integrin act MD: -7%; Chronic BCR inh: inconclusive; Coupling enz: 0; B2AR arrestin: 0.0%; TSG101-PTAP inh: 1%; Tb PFK inh: -9%; Giardia killer: -2; Menin-MLL TR inh: -8%; GALK inhibitor: -2%; PKM2 activator: -2%; S-ASM inh: 7%

What do the screens show for `CCOc1ccc(-n2ccnc(SCC(=O)Nc3ccc(CC)cc3)c2=O)cc1`?
Integrin act MD: -36%[inhibitor]; Chronic BCR inh: -1%; B2AR arrestin: -0.8%; TSG101-PTAP inh: 4%; Tb PFK inh: -1%; Giardia killer: 6; S-ASM inh: 14%
